# PKA-R1A activ: activators of PKA-R1A holoenzyme, primary screen, biochemical, fluorescence polarization, Cy5-IP20, bovine R1A, mouse PKAc | PKA-R1A dissociation; scaled: DMSO 0%, 113 µM cGMP 100% | activation, % at 11.4 µM | 340,000 tested, 0.083% active;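 active = percent activation above the mean of all tested compounds plus 3 SD, cut at about 19% in these data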;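 note: higher means more PKAc released from R1A so a rise in polarization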
# HTR5A inv ctr: HTR5A inverse agonists in luminescence cell assay, primary screen, counter-screen for OPRM1-OPRD1 heterodimer inverse agonist project, full-deck HTS; 5-hydroxytryptamine receptor 5A (Homo sapiens), P47898; HTR5A cell line, inverse agonism; inhibition, % at 9.3 µM; 340,000 tested, 0.083% active; AID 504634, 2011; in the data active = inhibition mostly above about 23%, no sharp cut-off; inactive = mostly below about 18%;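 note: 0% = cells with DMSO and 100% = no-cell wells with DMSO; some compounds called inactive have numbers as strong as hits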
# OPRM1-OPRD1 inv: inverse agonists of MOR-DOR heterodimerization, primary screen, cell-based, luminescence; cell-based MOR-DOR heterodimer luminescence, inverse agonism; inhibition, % at 9.3 µM; 340,000 tested, 0.21% active; AID 504357, 2011; in the data active = inhibition above about 22%, passing the limit was not always enough;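 note: 0% = cells with DMSO and 100% = wells without cells with DMSO; values of inactives mirror those of a sister screen read the other way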
# Target sequence (P35372 whole entry, looked up): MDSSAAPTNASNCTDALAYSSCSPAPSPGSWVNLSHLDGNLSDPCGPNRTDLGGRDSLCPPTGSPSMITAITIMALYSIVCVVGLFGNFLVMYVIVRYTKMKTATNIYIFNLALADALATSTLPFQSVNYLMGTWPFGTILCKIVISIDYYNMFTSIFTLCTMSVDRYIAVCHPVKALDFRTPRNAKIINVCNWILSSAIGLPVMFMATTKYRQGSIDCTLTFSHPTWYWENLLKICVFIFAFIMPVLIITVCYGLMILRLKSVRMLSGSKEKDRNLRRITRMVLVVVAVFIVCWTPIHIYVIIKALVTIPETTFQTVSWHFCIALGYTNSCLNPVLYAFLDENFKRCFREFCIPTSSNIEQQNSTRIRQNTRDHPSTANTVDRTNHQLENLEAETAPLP
# Target sequence (P41143 whole entry, looked up): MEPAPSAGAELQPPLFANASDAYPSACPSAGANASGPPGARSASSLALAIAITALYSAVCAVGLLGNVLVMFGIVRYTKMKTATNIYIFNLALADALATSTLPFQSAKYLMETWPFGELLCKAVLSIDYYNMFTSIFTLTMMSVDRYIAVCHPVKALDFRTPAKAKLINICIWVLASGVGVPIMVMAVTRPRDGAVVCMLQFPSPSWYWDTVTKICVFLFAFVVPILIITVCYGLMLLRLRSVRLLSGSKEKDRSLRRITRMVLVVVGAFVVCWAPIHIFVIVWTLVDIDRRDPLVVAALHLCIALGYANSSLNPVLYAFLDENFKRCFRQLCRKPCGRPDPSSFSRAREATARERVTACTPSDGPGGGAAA
# SUMO Mot1 rescue: yeast Mot1-301 growth rescue at high temperature, primary screen, SUMOylation pathway inhibitor project, S. cerevisiae, ATP luminescence, 38.5C. S. cerevisiae Mot1-301 growth rescue; percent above DMSO median, 100 means doubled. AID 2716, 2010. 320,000 tested, 1% active. growth rescue, % at 18.8 µM;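 active = every valid replicate shows activation above 250% relative to neutral control wells; inactive = the rest, any valid replicate at or below 250%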;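 note: OY570 slx delta 5 strain wells were the positive control but not used for scaling; some compounds called inactive have numbers as strong as hits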
# Pemphigus Ab inh: inhibitors of pemphigus antibody binding to DSG3, primary screen, biochemical, bead-based, flow cytometry, scFv-GFP | binding (percent of control), % at 10 µM | Desmoglein-3 (Homo sapiens), P32926 | DSG3-coupled beads, scFv-anti-DSG3-GFP binding; active compounds read low | AID 588358, 2011 | 310,000 tested, 0.48% active;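 active = binding more than 3 SD below its plate's average and above zero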;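 note: hits lower antibody fragment binding to DSG3; some compounds called inactive have numbers as strong as hits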
# Ecoli viability: E. coli V3065 growth inhibition, primary screen, counter-screen for AddAB inhibitor project, absorbance, OD600. inhibition, % at 11.9 µM. AID 449728, 2010. 18 h. 330,000 tested, 0.27% active;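 active = inhibition above the campaign's mean inhibition across all tested compounds plus 3 SD, cut at about 9.9% in these data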;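 note: uninfected addAB+ strain grown without phage in ampicillin broth; 0% = DMSO wells and 100% = ciprofloxacin 0.95 µg/ml wells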
# PfHsp90 set2: growth inhibition of PfHsp90-expressing yeast, primary screen, antimalarial PfHsp90 inhibitor project, S. cerevisiae, BacTiter-Glo luminescence, single point, set 2. 310,000 tested, 0.32% active. BacTiter-Glo ATP, 48 h; yeast lacking PDR1 and PDR3 efflux regulators. inhibition, % at 9.4 µM;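 active = every replicate shows inhibition above about 80%, whatever the replicate mean, limit read from the data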;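 note: 0% = DMSO neutral controls and 100% = 20 µM radicicol positive controls; yeast relying on Plasmodium falciparum Hsp90 in place of its own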
# AddAB inh: growth inhibition of E. coli expressing H. pylori AddAB, primary screen, AddAB inhibitor project, absorbance; inhibition, % at 11.9 µM; 330,000 tested, 0.29% active; in the data active = inhibition above about 12%;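 note: 0% = vehicle wells of infected cells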
# OPRM1-OPRD1 ag: agonists of OPRM1-OPRD1 heterodimerization, primary screen, cell-based, luminescence; Mu-type opioid receptor (Homo sapiens) + Delta-type opioid receptor (Homo sapiens), …; cells; activation, % at 9.3 µM; 340,000 tested, 0.3% active; in the data active = activation above about 18%;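 note: 0% = vehicle-treated cells and 100% = reference agonist; values of inactives mirror those of a sister screen read the other way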
# HTR5A ag ctr: HTR5A agonists in luminescence cell assay, primary screen, counter-screen for OPRM1-OPRD1 heterodimer agonist project, full-deck HTS. AID 504692, 2011. cell-based. 340,000 tested, 0.61% active. 5-hydroxytryptamine receptor 5A (Homo sapiens), P47898. activation, % at 9.3 µM; in the data active = activation mostly above about 9.5%, no sharp cut-off; inactive = mostly below about 7.6%;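 note: 0% = cells with vehicle only and 100% = reference agonist; strong numbers were not always called active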
# phage Ecoli inh: growth loss of phage-infected E. coli, primary screen, RecBCD inhibitor project, absorbance, with phage, HTS; inhibition, % at 11.9 µM; 360,000 tested, 0.26% active; AID 651602, 2012; in the data active = inhibition above about 11%
# * marks the source's active call; other numbers are inactive results; / = not tested or not shown. Hits appear at their usual frequency (roughly 3.2% active in at least one column).
SMILES,PKA-R1A activ,HTR5A inv ctr,OPRM1-OPRD1 inv,SUMO Mot1 rescue,Pemphigus Ab inh,Ecoli viability,PfHsp90 set2,AddAB inh,OPRM1-OPRD1 ag,HTR5A ag ctr,phage Ecoli inh
O=C1C2(c3ccccc3)CN(CCCO)CC1(c1ccccc1)CN(CCCO)C2,-2,-17,12,2,106,0.9,14,0.2,-2.1,7,1.1
CCN(CC)C(=O)CSc1nc2cc(OC)c(OC)cc2c(=O)n1Cc1ccc(Cl)cc1,-8,-26,8,12,97,-2.6,-8,-3.0,-1.9,9,2.6
CCCCN1C(=O)/C(=c2\sc3nc(=O)c(-c4ccccc4)nn3c2=O)c2ccccc21,-11,-4,1,-15,104,0.6,-4,2.7,-0.3,1,1.0
CCOc1ccccc1NC(=O)c1ccc(S(=O)(=O)N(C)c2ccccc2)cc1,3,9,11,77,105,-8.8,-9,0.9,-2.2,-3,-0.6
O=C(NNC(=O)c1ccc([N+](=O)[O-])cc1)c1ccc(NS(=O)(=O)c2cccs2)cc1,-5,-5,13,-6,113,-1.6,11,-2.6,-2.6,1,2.8
COc1cc(C2C(C(C)=O)=C(O)C(=O)N2CCN(C)C)ccc1O (stereo not given),-6,2,13,-12,97,-0.2,-20,1.6,-2.2,0,-1.3
Cc1ccc(SCC2CNc3nc4ccccc4c(=O)n32)c(C)c1 (stereo not given),4,20,12,-2,109,-0.7,23,4.0,-2.9,-2,2.9
Cc1ccccc1C(=O)Nc1ccnn1C1CCN(C(=O)C2CCOC2)CC1 (stereo not given),3,-1,21,-13,108,-1.0,9,-0.3,-6.4,2,0.3
CCN(CC(=O)NCc1cccs1)S(=O)(=O)c1cccc(C(C)=O)c1,-7,7,17,-17,104,-3.6,/,-2.2,-3.0,2,1.6
CCN(CCn1cccn1)C(=O)c1cc(COc2ccc(F)c(F)c2)on1,7,3,3,-5,107,-0.8,11,1.9,-0.7,-1,0.9
COc1ccc(-c2c(S(=O)(=O)c3ccccc3)cnn2-c2ccccc2)cc1,-4,9,12,-15,111,2.4,/,4.2,-2.7,0,1.0
O=[N+]([O-])c1cccc(Cl)c1NCCNS(=O)(=O)c1ccc(Cl)cc1,1,-10,-30,7,109,1.4,/,3.9,5.7,3,3.1
O=C(O)Cc1sc(Nc2ccc(F)cc2)nc1-c1cccs1,-3,3,8,-7,100,1.6,5,1.4,-1.4,-1,2.2
Cn1c(Cc2ccccc2)nnc1SCC(=O)N1CCOCC1,5,-17,7,-5,100,-2.2,13,-0.3,-1.4,-2,-0.2
COc1ccc(-c2nc(-c3cccc(C)c3)[nH]c(=O)c2C#N)cc1,-9,-10,14,-3,101,0.1,-18,3.2,-2.2,5,3.2
CC(C)(C)c1cc(C(=O)N/N=C/c2ccc(-c3ccccc3[N+](=O)[O-])o2)n[nH]1,-3,2,-21,-13,107,-2.4,-28,-0.9,4.2,0,1.5
CCn1cc(/C=C(\NC(=O)c2ccccc2F)C(=O)N2CCCC2)c2ccccc21,-8,-2,14,-7,95,0.3,6,2.4,-2.6,0,/
Cn1c(=O)[nH]c(=O)c2c1nc(CN1CCN(c3cccc(Cl)c3)CC1)n2CCCc1ccccc1,-4,11,12,-5,100,-2.6,-22,0.2,-2.2,-4,1.5
CC(=O)N(C(C)=O)c1ncnc2c1c(-c1ccc(Cl)cc1)nn2C(C)(C)C,3,6,-38,-24,101,1.2,-31,0.6,7.4,-2,3.9
COc1cccc(N2CCN(C(=O)CC(C)(C)CC3=NS(=O)(=O)c4ccccc4N3)CC2)c1,0,12,9,253,/,2.5,-2,2.5,-1.6,3,1.6
COc1ccc(N2CCN(C(=O)c3sc4ncn(CC(=O)N5CCCCC5)c(=O)c4c3C)CC2)cc1,-8,12,16,-9,/,-1.3,12,0.7,-3.0,3,1.9
O=C(Nc1ccc2c(c1)OCCO2)c1ccc2nccnc2c1,3,-8,1,11,121,1.7,24,0.8,-0.3,3,2.3
Cc1nn(C)c(C)c1NC(=O)CSc1nc(C2CC2)nc2c1cnn2-c1ccccc1,9,9,6,7,100,-3.3,17,1.1,-1.2,1,1.4
CCCn1c(N)c(C(=O)CSc2nnc(-c3ccco3)n2Cc2ccccc2)c(=O)[nH]c1=O,-5,17,4,11,98,-2.2,-15,1.9,-0.7,0,4.5
Cc1ccc(C)c(NC(=O)CN(C)C(=O)c2ccc3c(=O)n4c(nc3c2)CCC4)c1,-3,-6,-2,27,103,-0.9,-10,-1.0,0.6,-4,2.8
Cc1nc2sc(C(c3ccco3)N3CCN(C(c4ccccc4)c4ccccc4)CC3)c(O)n2n1 (stereo not given),-12,-25,4,-26,99,22*,3,37*,-0.7,2,1.7
CCOC(=O)c1c(/N=C/C2C(=O)CCCC2=O)sc2c1CCCC2,/,/,/,467*,107,2.1,-15,0.3,/,/,2.2
Cc1ccc(C)n1-c1ccc(NC(=O)c2ccccc2)cc1,6,-7,1,-11,107,-1.5,0,0.2,-0.1,-3,3.7
CC(OC(=O)Cn1[nH]c(=O)c2ccccc2c1=O)C(=O)Nc1cccc(Cl)c1 (stereo not given),-8,3,4,13,104,1.1,-8,0.8,-0.7,0,1.3
Cc1ccc(S(=O)(=O)N(C)c2ccc(C(=O)N(CC(C)C)C3CCS(=O)(=O)C3)cc2)cc1 (stereo not given),-16,0,-1,42,105,-2.5,4,4.2,0.1,0,2.1
Cc1c(NC(=O)c2cccc(-c3cc4ccccc4oc3=O)c2)cccc1-c1nc2ncccc2o1,-5,8,10,15,94,-0.3,-9,6.1,-1.9,-3,2.7
Cc1ccc2nc(CSc3nnc(Nc4ccccc4C)s3)cc(=O)n2c1,4,21,1,-13,102,-0.6,-24,2.2,-0.2,-1,2.0
Nn1cc(-c2ccccc2)nc1SCC(=O)N1CCN(S(=O)(=O)c2ccccc2)CC1,1,-11,15,-12,/,-2.2,6,-1.2,-2.4,-3,2.3
CCOC(=O)[C@H]1[C@H]2COc3ccc(Br)cc3[C@@H]2N2C(=O)c3c(C)cc(C)cc3NC(=O)[C@@]12C,-4,-8,10,247,103,0.9,1,1.2,-2.3,-1,3.6
COC(=O)C1=C(C)Nc2ccc(C)cc2S1,7,20,12,4,104,0.2,-15,3.6,-2.3,-7,2.1
COc1ccc(/C=C2/SC(=O)N(CCNC(=O)C3CCCN3C(=O)c3cccs3)C2=O)cc1 (stereo not given),-1,8,7,-7,90,-0.4,-16,2.6,-1.4,3,2.3
Cn1c(SCc2cc(=O)[nH]c(C(C)(C)C)n2)nnc1C(F)(F)F,0,2,0,-18,114,-1.9,0,-0.3,0.0,-3,1.0
CCN1CCN(S(=O)(=O)c2ccc(Cl)c(C(=O)N(CC)CC(=O)Nc3ccc(OC)cc3)c2)CC1,4,-10,12,-11,/,-0.1,15,-0.9,-2.2,6,-0.6
C=CCSc1nnc(NC(=O)CSc2nc3ccccc3o2)s1,-5,-35,-14,1,118,-0.6,-6,2.7,3.1,5,2.9
O=C(Cn1ncc2c3ccccc3n(Cc3ccccc3F)c2c1=O)NC1CC1,-4,-5,9,-9,92,-2.3,-4,1.7,-1.7,3,-1.1
CCN(C(=O)Cc1c(C(=O)O)n(C)c2ccccc12)c1ccc(F)cc1,/,/,/,180,/,-0.6,1,1.6,/,/,1.4
Cc1nnc(NC(=O)CSc2ccc(-c3ccc(Cl)cc3)nn2)s1,2,15,0,-11,97,-0.1,-13,2.5,0.0,0,2.2
CCOc1ccc(CCNC(=O)C2CCN(c3ccc(N4CCOCC4)nn3)CC2)cc1OCC,3,-15,11,9,103,1.6,3,-2.0,-2.1,3,-1.4
COc1ccc(CC(=O)Nc2nccs2)cc1OC,-10,-4,-1,2,102,2.2,-15,2.7,0.1,3,5.3
CC1(C)Oc2ccc3ccc(=O)oc3c2[C@H](O)[C@H]1O,3,-5,-2,-2,107,0.4,15,0.4,0.3,4,3.3
CCOc1ccccc1N1CC(C(=O)Nc2nccs2)CC1=O (stereo not given),-3,-1,-2,-2,95,0.2,-9,1.5,0.2,-4,3.3
CC(C)(C)c1ccc2c(c1)C(c1ccc3c(c1)OCO3)CC(=O)O2 (stereo not given),-9,2,-21,/,96,0.7,-42,1.2,4.5,-1,-2.5
Cc1ccc(C)c(-n2c(SCC(=O)NCC3CCCO3)nnc2-c2ccoc2C)c1 (stereo not given),-1,3,-10,75,97,-0.4,12,1.1,1.7,0,/
O=C(Nc1cccnc1)c1cc(S(=O)(=O)N2CCCCC2)c(Cl)cc1Cl,0,-2,-12,-10,116,2.8,7,0.2,1.4,1,1.4
COc1ccc(CN2C(=O)C(O)(CC(=O)c3ccc4c(c3)OCO4)c3ccccc32)cc1OC (stereo not given),-10,-10,-5,11,103,-0.5,/,-1.4,0.9,-1,2.2

# Later entries
SMILES,PKA-R1A activ,HTR5A inv ctr,OPRM1-OPRD1 inv,SUMO Mot1 rescue,Pemphigus Ab inh,Ecoli viability,PfHsp90 set2,AddAB inh,OPRM1-OPRD1 ag,HTR5A ag ctr,phage Ecoli inh
FC(F)Sc1nnc(-c2cccs2)n1-c1ccccc1,-3,10,10,-33,102,0.7,22,0.2,-1.9,-4,2.6
Cc1cc(NC(=O)CSc2nc3ccccc3c(=O)n2C(C)c2ccccc2)no1 (stereo not given),2,-1,1,4,113,2.4,-5,-0.8,-0.2,-1,1.3
CCOc1cc(C)c(Cl)cc1S(=O)(=O)NCC1CCCO1 (stereo not given),-4,13,6,36,107,0.8,14,3.4,-1.4,0,-0.4
C[C@H]1CN=C(N(C)C)N1CC1CCC(C(C)(C)C)CC1 (stereo not given in full),0,-9,12,2,105,0.3,-2,3.2,-2.6,2,-0.3
O=C(COC(=O)c1cnc(Cl)c(Cl)c1)NCc1cccs1,5,-1,-5,-3,95,0.3,-25,2.6,0.9,1,2.9
O=C1c2ccccc2C(=O)N1OCc1ccc(Cl)cc1,-9,-17,-9,-13,103,-1.3,-8,-3.3,1.5,0,3.4
CCSc1ccc(C(=O)Nc2ccc(Br)cn2)cc1[N+](=O)[O-],5,6,-12,/,97,4.2,-28,4.8,2.3,-2,5.3
CC(C)Cn1c(SCC(=O)O)nnc1-c1cccc(S(=O)(=O)N2CCOCC2)c1,0,1,8,-11,108,-3.2,-1,-1.0,-2.0,-1,0.1

# Source: PubChem
